ARNT-TACC3 inh – disrupts binding between human ARNT and TACC3; inhibition, % at 9.99 µM; Q9Y6A5; 390,000 compounds, 0.66% hits; AlphaScreen His-ARNT PAS-B/GST-TACC3 binding, luminescence; TACC3 fragment carries E629A point mutation; AID 623870;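 active means mean inhibition of replicates at least 50% and at least half of replicates each reaching 50%; inconclusive means half or more replicates reach 50% but mean below 50%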;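 further: 0% = complete ARNT plus TACC3 wells and 100% = ARNT alone without TACC3; many hits fall short of the cut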
PglD DTNB – blocks C. jejuni PglD acetyltransferase activity; purified PglD enzyme, DTNB colorimetric CoA detection; inhibition, % at 12.5 µM; 360,000 compounds, 0.098% hits; in the data active means inhibition above about 16%, passing the limit was not always enough; inconclusive means no clear call, values can overlap the other calls; further: strong numbers were not always called active
RAD54 branch – inhibitors of human RAD54 branch migration; inhibition, % at 10.4 µM; AID 602329; 360,000 compounds, 0.14% hits; RAD54 Holliday junction branch migration, FAM/BHQ fluorescence;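 active means mean normalized replicate activity at least 40 and at least half of replicates scoring 40 or more; inconclusive means only one of the two criteria met; inactive means mean below 40 and under half of replicates reaching 40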;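 further: 0% = median of neutral control wells and 100% = median of positive control wells; inhibitors cause a drop in the FAM fluorescence signal; in these data hits start at about 50%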
Target sequence (Q92698 whole entry, looked up): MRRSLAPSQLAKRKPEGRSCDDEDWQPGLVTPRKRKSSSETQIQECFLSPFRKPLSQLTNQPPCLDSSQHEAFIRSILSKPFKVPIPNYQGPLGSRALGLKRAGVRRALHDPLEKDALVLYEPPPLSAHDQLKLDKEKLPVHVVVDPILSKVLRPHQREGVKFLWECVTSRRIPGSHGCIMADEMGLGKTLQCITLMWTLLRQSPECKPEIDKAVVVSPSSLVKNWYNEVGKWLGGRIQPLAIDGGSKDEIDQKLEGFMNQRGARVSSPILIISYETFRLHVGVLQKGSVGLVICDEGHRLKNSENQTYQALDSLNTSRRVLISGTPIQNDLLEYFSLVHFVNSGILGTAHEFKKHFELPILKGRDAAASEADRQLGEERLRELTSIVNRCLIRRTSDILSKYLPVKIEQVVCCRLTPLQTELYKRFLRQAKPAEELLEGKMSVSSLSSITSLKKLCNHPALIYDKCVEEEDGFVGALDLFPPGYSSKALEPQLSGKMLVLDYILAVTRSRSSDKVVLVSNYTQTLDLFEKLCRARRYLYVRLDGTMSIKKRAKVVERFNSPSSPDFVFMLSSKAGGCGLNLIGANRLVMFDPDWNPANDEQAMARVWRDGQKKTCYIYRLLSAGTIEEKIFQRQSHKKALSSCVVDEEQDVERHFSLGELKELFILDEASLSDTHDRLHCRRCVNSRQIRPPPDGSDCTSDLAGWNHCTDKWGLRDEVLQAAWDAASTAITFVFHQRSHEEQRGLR
Active calls of the source: *; ? = inconclusive. An excerpt, so the mix of outcomes need not match the whole.

The opening two compounds, ahead of the listing:
no.	mol	ARNT-TACC3 inh	PglD DTNB	RAD54 branch
1	CCN(C(=O)CN1CCN(S(=O)(=O)c2ccccc2C(F)(F)F)CC1)c1c(N)n(Cc2ccccc2)c(=O)[nH]c1=O	0	7	5
2	CC(=O)Nc1nc(C=C(Cl)Cl)cs1	8	0	-4

Main list (from the top)
no.	mol	ARNT-TACC3 inh	PglD DTNB	RAD54 branch
1	CCN(C(=O)CN1CCN(S(=O)(=O)c2ccccc2C(F)(F)F)CC1)c1c(N)n(Cc2ccccc2)c(=O)[nH]c1=O	0	7	5
2	CC(=O)Nc1nc(C=C(Cl)Cl)cs1	8	0	-4
3	COc1cc(OC)c(OC)cc1/C=N/N(C)c1ccccc1	25	3	19
4	O=C(Oc1cncc(Cl)c1)c1ccco1	-3	6	5
5	O=C(NCCN1C(=O)S/C(=C\c2ccc(F)cc2)C1=O)C1CCN(S(=O)(=O)c2cccs2)CC1	-3	1	-2
6	CCC(=O)Nc1ccc(C(=O)N/N=C/c2ccc([N+](=O)[O-])cc2)cc1	-1	1	-1
7	CS(=O)(=O)N(CC(=O)N1CCC(C(N)=O)CC1)C1CCCCC1	-6	-2	-5
8	Cc1occc1C(=O)Nc1cccc2ccccc12	-2	-10	-6
9	Cn1c(=O)[nH]c(=O)c2c1nc(NCCCn1ccnc1)n2Cc1cccc(Br)c1	-14	2	0
10	CCOc1ccc(/C=C2/SC(=O)NC2=S)cc1	-5	0	-11

Along the list, as entered above.
Compounds 1 to 10 in PglD DTNB, in turn: 7, 0, 3, 6, 1, 1, -2, -10, 2, 0
Compounds 1 to 10 in RAD54 branch, in turn: 5, -4, 19, 5, -2, -1, -5, -6, 0, -11
Compounds 1 to 10 in ARNT-TACC3 inh, in turn: 0, 8, 25, -3, -3, -1, -6, -2, -14, -5

Later entries.
no.	mol	ARNT-TACC3 inh	PglD DTNB	RAD54 branch
11	Cn1c(=O)[nH]c(=O)c2c1nc(Br)n2CC(O)c1ccccc1 (centres undefined)	-5	2	5
12	O=C(NCc1ccco1)/C(=C\c1cccnc1)NC(=O)c1ccccc1F	-4	-2	2
13	Cc1ccc(N/C=C(\C#N)c2ccc(OCCCF)cc2)cc1	-14	5	1
14	CN1CCCCCC1=NC1=C(C#N)CCCC1	-2	0	-2
15	CCOc1ccc(C(=O)NCCCn2ccnc2)cc1	-4	-3	-6
16	COC(=O)C(C)N1C(=O)S/C(=C/c2cc(C)n(C(C)C)c2C)C1=O (centres undefined)	16	-2	7
17	COc1ccccc1CNC(=O)c1cccc(N(C)C)c1	4	3	-4
18	Cc1cccc(CSc2nc3c(c(=O)[nH]2)CCCC3)c1	-2	-2	2
19	COC(=O)c1cccc(N2C(=O)c3ccccc3S2(=O)=O)c1	2	1	-4
20	Cc1ccc(C)c(NC(=S)N2CCN(c3cccc(C(F)(F)F)c3)CC2)c1	-8	0	2

Whole records, looked up by structure. Values in the order: ARNT-TACC3 inh, PglD DTNB, RAD54 branch
`O=C(Oc1cncc(Cl)c1)c1ccco1` is listed with -3, 6, 5
`COc1ccccc1CNC(=O)c1cccc(N(C)C)c1` is listed with 4, 3, -4

Other records follow.
no.	mol	ARNT-TACC3 inh	PglD DTNB	RAD54 branch
21	O=C(O)/C=C/c1cn(-c2ncc(C(F)(F)F)cc2Cl)c2ccccc12	23	-3	13
22	Cc1cc([N+](=O)[O-])ccc1N(C)C	-3	-6	5
23	CN(C)c1ccc(NC(=O)CN2CCN(CC(=O)Nc3ccc(F)cc3)CC2)cc1	2	8	-11
24	COc1ccccc1/C=C/C=N/N1CCN(Cc2cccc3ccccc23)CC1	-3	4	13
25	CCCCCOc1ccc(NC(=O)c2cc(SC)ccc2Cl)cc1	3	-5	-7
26	CN(C)CCOC(=O)c1cccc(Br)c1	-4	2	-9
27	Cc1c(NC(=O)C2CCCO2)cccc1[N+](=O)[O-] (centres undefined)	13	4	-3
28	Nc1cc(Cl)nc(N/N=C/c2ccccc2[N+](=O)[O-])n1	4	-7	11
29	COCCCNC(=O)CCNS(=O)(=O)c1ccc(C)cc1	3	-2	5
30	COc1ccc(C(=O)Cc2ccccc2)cc1OC	1	2	-5

Next records
no.	mol	ARNT-TACC3 inh	PglD DTNB	RAD54 branch
31	COc1ccc(/C=N/NC(=O)c2cccnc2)cc1CSc1nc2ccccc2s1	-1	2	1
32	Cc1ccc(NC(=S)c2nc3ccccc3[nH]2)c(C)c1	30	-4	-1
33	O=C(NCCN1CCOCC1)c1c[nH]c2ccc(S(=O)(=O)N3CCOCC3)cc2c1=O	-3	-5	-9
34	O=C(c1cc2sccc2n1Cc1ccccc1)N1CCCc2ccccc21	-19	2	4
35	CCCCCCCC(=O)Nc1ccc(C(=O)N/N=C/c2cccc([N+](=O)[O-])c2)cc1	-4	7	0
36	CCc1nc(OCC(=O)c2ccccc2)c(C#N)c2c1COC(C)(C)C2	-1	-4	5
37	O=C(c1cc(-c2cccnc2)nc2ccccc12)N1CCCc2ccccc21	10	7	-4
38	CC(C)CNC(=O)CC(=O)NN=C1CCCC1	-1	-5	-6
39	Cc1occc1C(=O)Nc1cccc(C(F)(F)F)c1	0	1	-9
40	Cc1ccc(S(=O)(=O)Nc2ccccc2-c2ccccc2NS(=O)(=O)c2ccc(C)cc2)cc1	-2	-1	-8

More records follow:
no.	mol	ARNT-TACC3 inh	PglD DTNB	RAD54 branch
41	CN=C(Nc1cccc(OC)c1)SC1CC(=O)N(c2ccc(C(=O)O)cc2)C1=O (centres undefined)	1	8	2
42	COc1ccc(NS(=O)(=O)c2ccc(N3CCCC3)c(NC(=S)Nc3cccc(C)c3C)c2)cc1	13	3	-5
43	COc1cc2c(cc1OC)C(c1ccc(N(C)C)cc1)CC(=O)N2 (centres undefined)	5	1	4
44	Cc1cc(-c2ccco2)n(-c2ccccc2)n1	3	-1	-3
45	CCOC(=O)CSc1nnc(Cc2ccccc2)n1CC1CCCO1 (centres undefined)	-3	-3	2
46	Cc1c(NC(=S)NC(=O)C2CCCCC2)c(=O)n(-c2ccccc2)n1C	0	4	1
47	CCCCN(C)S(=O)(=O)c1ccc(C(=O)N=c2sc3cc(NC(C)=O)ccc3n2C)cc1	-8	0	2
48	COc1ccc(OCCCC(=O)Nc2cccc([N+](=O)[O-])c2C)cc1	1	8	-5
49	COc1cc(C(=O)NCC(=O)n2nc(C)cc2C)cc(OC)c1OC	1	3	-6
50	O=C(c1cccnc1)N1CCCCN2[C@H](C1)[C@H](c1ccc(C#Cc3ccccc3)cc1)[C@@H]2CO	2	4	2

Other structures
no.	mol	ARNT-TACC3 inh	PglD DTNB	RAD54 branch
51	CCC(=O)Nc1c(-c2cccs2)c(=O)c2ccccc2n1C	-2	4	5
52	C=CCn1c(SCc2nc3scc(-c4ccccc4)c3c(=O)[nH]2)nnc1-c1ccccc1F	1	5	-5
53	Cc1cc(-c2csc(NC(=O)c3ccccc3C(F)(F)F)n2)c(C)n1Cc1ccccc1	-3	-1	3
54	CSc1nc(-c2ccccc2)nn1C(=O)c1ccc(Cl)cc1	-16	0	-1
55	CC(=O)c1noc(C)c1C(=O)Nc1nccs1	1	7	-5
56	COc1ccccc1CNC(=O)c1nn(-c2ccc(C)cc2)c(=O)c2c1c1ccccc1n2C	1	-8	-2
57	Cc1nn(C)c(Oc2ccccc2)c1CCNS(=O)(=O)c1ccccc1	21	2	0
58	O=[N+]([O-])c1cccc2ccc(/C=C/c3ccc(F)cc3)nc12	7	7	-9
59	CCCS(=O)(=O)c1c(S(=O)(=O)CCC)c2c3ccccc3ccn2c1C(=O)OC	-1	1	-10
60	C=CCn1c(-c2ccc(OC)cc2)nc2nc3ccccc3nc21	-12	3	2

Carrying on.
no.	mol	ARNT-TACC3 inh	PglD DTNB	RAD54 branch
61	Cn1nc(C(F)(F)F)c2cc(NC(=O)OCc3ccc(C(C)(C)C)cc3)sc21	5	8	3
62	COc1ccc(C(=O)NNC(=S)NC(=O)c2cc(-c3ccccc3)nc3ccccc23)cc1	5	2	6
63	O=C(O)CCn1c(C(=O)O)cc2sccc21	26	5	-2
64	CCCc1cc(=O)[nH]c(SCc2ccc(C#N)cc2)n1	-3	-5	-1
65	Cc1ccc(NC(=O)NC(=S)NC(=O)c2ccccc2)cc1	-4	-2	-6
66	O=C(CN(C(=O)c1ccccc1Cl)C1CCCCC1)Nc1ccc(Cl)c([N+](=O)[O-])c1	5	-3	-4
67	Cc1ccc(CNC(=O)Cc2ccc(-n3c(=O)[nH]c4ccsc4c3=O)cc2)cc1	-2	-16	1
68	COc1cc(/C=N/NC(=O)C(C)Nc2n[nH]c(=O)[nH]c2=O)cc(OC)c1O (centres undefined)	-4	-2	-2
69	Cc1ccc2[nH]c3c(c2c1)CN(C(=O)CN1CCCc2ccccc21)CC3	12	5	-3
70	CCNc1nc(NCC)n2c(SC(C(=O)Nc3cc(Cl)cc(Cl)c3)c3ccccc3)nnc2n1 (centres undefined)	-3	1	6

The list goes on.
no.	mol	ARNT-TACC3 inh	PglD DTNB	RAD54 branch
71	CSC1=N/C(=C\c2ccc(C)s2)C(=O)S1	-4	-4	-4
72	CCN(C(=O)CSc1nc(-c2ccccc2)c(-c2ccccc2)[nH]1)C1CCS(=O)(=O)C1 (centres undefined)	-1	5	-6
73	COc1ccc(/C=C/C(=O)NCCc2ccc(S(N)(=O)=O)cc2)cc1	-4	-2	4
74	Cc1c(Cl)cccc1NC(=O)CNc1cccc(S(=O)(=O)N(C)C)c1	-3	-10	2
75	CCN(CC)CCOC(=O)c1c(C)oc2ccc(O)cc12	-3	1	10
76	COc1cccc(/C=N/NC(=O)CCCC(=O)NC2CCCCC2)c1	-2	-5	2
77	CCN(CC(O)Cn1c2ccccc2c2ccccc21)S(=O)(=O)c1ccc(F)cc1 (centres undefined)	-12	1	-2
78	CCCCNC(=O)C1CCC(CNS(=O)(=O)c2ccc(NC(C)=O)cc2)CC1 (centres undefined)	-20	4	-3
79	Cc1ccc(S(=O)(=O)Nc2cc(C(=O)Nc3cc(C)cc(C)c3)ccc2Cl)cc1	-3	0	-5
80	CCn1ncc([N+](=O)[O-])c1C(=O)Nc1ccc(C(=O)N2CCCCC2)cc1	2	-4	6

Part of the list above with just RAD54 branch and PglD DTNB:
nr | structure | RAD54 branch | PglD DTNB
73 | COc1ccc(/C=C/C(=O)NCCc2ccc(S(N)(=O)=O)cc2)cc1 | 4 | -2
79 | Cc1ccc(S(=O)(=O)Nc2cc(C(=O)Nc3cc(C)cc(C)c3)ccc2Cl)cc1 | -5 | 0
71 | CSC1=N/C(=C\c2ccc(C)s2)C(=O)S1 | -4 | -4
80 | CCn1ncc([N+](=O)[O-])c1C(=O)Nc1ccc(C(=O)N2CCCCC2)cc1 | 6 | -4
72 | CCN(C(=O)CSc1nc(-c2ccccc2)c(-c2ccccc2)[nH]1)C1CCS(=O)(=O)C1 (centres undefined) | -6 | 5

The list continues.
no.	mol	ARNT-TACC3 inh	PglD DTNB	RAD54 branch
81	O=C(CN(Cc1ccco1)C(=O)c1ccc(Cl)cc1)Nc1ccc(Cl)c(Cl)c1	-3	4	-6
82	COc1ccc2cc3cc(C(=O)NCc4ccco4)oc3nc2c1	5	-2	4
83	CC(=O)N(Cc1ccco1)c1nc(C(=O)Nc2ccc(Cl)cc2)c(C)s1	-4	4	0
84	O=C(CN1CCCC1)Nc1ccc(-c2nc3cc(NC(=O)CN4CCCC4)ccc3o2)cc1	-3	4	?
85	O=C(Oc1cc(-c2ccccc2)no1)c1cccc(C(F)(F)F)c1	5	2	2
86	Nc1[nH]n(-c2ccccc2)c(=O)c1N=Nc1ccccc1[N+](=O)[O-]	1	1	3
87	C/C(CC(=O)Nc1cccc2c1CCCC2)=N\NC(=O)COc1ccccc1	-4	3	-2
88	CCN1/C(=C2\C(=O)N(C)C(=S)N2C)C=Cc2cc(C)ccc21	1	-4	0
89	CCOC(=O)c1ccc(NC(=O)c2ccc(CN3CCOCC3)cc2)cc1	-6	-4	-15
90	Cn1c(SCC(=O)NC2CC2)nnc1-c1cccc(NC(=O)c2ccccc2F)c1	4	5	2

(more compounds)
no.	mol	ARNT-TACC3 inh	PglD DTNB	RAD54 branch
91	COCCCNC(=O)c1ccc(-n2nc(C(F)(F)F)cc2-c2cccs2)cc1	3	1	-5
92	O=c1oc2ccccc2c(NCCc2ccccc2)c1[N+](=O)[O-]	2	-1	2
93	C=CCNc1nc(N)c(C(=C(C#N)C#N)c2ccccc2)s1	-20	-2	10
94	COc1ccc(C(=O)N[C@H](C(=O)OCc2cc(=O)oc3cc(C)ccc23)C(C)C)cc1	-2	-2	-2
95	CCOC(=O)c1c(C)[nH]c(C(=O)COC(=O)CCSc2ccccc2)c1C	-2	2	-6
96	CC(C)(C)n1cnc2cc(NS(=O)(=O)c3ccccc3)ccc21	-2	-3	-5
97	Cc1cc(C(=O)N/N=C/c2ccc(C)o2)c2ccccc2n1	4	-6	2
98	CCc1cc2c(cc(C(=O)O)n2C)s1	-2	0	1
99	CCn1c2ccc(F)cc2c2nnc(NN)nc21	37	3	0
100	Cc1n[nH]c(C)c1N1C(=O)c2cccc3cc(Br)cc(c23)C1=O	2	-1	3
101	O=C1C2=C(Nc3ccccc3SC2c2ccco2)c2ccccc21 (centres undefined)	35	0	3
102	CC(C)(C)CC(=O)NC(=S)N1CCCCCC1	2	5	-4
103	O=C(Cn1ccc(C(F)(F)F)n1)N/N=C/c1cccs1	6	0	13

Screens (PubChem BioAssay)
